ALOX15B inhib: qHTS Assay for Inhibitors of 15-hLO-2 (15-human lipoxygenase 2) | 110,000 compounds, 0.56% hits | Polyunsaturated fatty acid lipoxygenase ALOX15B (Homo sapiens), O15296 | purified 15hLO-2, xylenol orange hydroperoxide absorbance | Potency, µM (titrated, usually from 57.1 µM), for inactives: at the top dose activity change, negative = inhibition, hits mostly inhibitors; note: potency is the fitted concentration of half-maximal effect; nearly all actives have a fitted effect of over 60% in size; many of its hits are not listed in these tables
Target sequence (O15296 whole entry, looked up): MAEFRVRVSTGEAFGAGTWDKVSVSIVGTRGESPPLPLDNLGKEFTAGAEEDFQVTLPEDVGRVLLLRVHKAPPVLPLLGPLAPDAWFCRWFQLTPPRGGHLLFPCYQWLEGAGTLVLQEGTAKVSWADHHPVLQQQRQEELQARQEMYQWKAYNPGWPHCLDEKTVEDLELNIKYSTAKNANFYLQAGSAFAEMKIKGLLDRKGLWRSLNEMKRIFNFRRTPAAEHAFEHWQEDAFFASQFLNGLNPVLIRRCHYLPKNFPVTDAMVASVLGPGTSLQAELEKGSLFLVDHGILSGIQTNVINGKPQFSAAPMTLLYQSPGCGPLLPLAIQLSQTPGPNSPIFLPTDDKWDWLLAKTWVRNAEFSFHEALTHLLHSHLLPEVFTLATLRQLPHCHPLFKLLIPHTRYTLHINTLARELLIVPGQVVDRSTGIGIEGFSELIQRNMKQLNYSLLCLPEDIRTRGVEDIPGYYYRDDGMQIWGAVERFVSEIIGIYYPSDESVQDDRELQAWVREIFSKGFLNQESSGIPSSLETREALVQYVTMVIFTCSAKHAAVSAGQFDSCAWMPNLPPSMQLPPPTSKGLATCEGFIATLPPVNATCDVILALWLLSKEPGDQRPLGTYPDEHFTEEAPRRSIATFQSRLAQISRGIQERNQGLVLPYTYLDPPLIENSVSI
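Purified human 15hLO-2 (50 nM) preincubated 15 min with compound, then 45 uM arachidonic acid for 90 min at RT in 25 mM Hepes pH 7.5, 0.01% Triton X-100. Hydroperoxide detected by Fe-xylenol orange; 573/405 nm absorbance ratio.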
PNC assembly inh: High Content Assay for Compounds that inhibit the Assembly of the Perinucleolar Compartment | activity change (PNC), negative = inhibition, % at 10 µM | 140,000 compounds, 3.1% hits | PC3M PTB-GFP, PNC prevalence imaging, 16 h; stronger effect = lower value;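 active = readout at or below -70, meaning at least 70% loss of cells showing the perinucleolar compartment, a nuclear body marking cancer cells; inconclusive = readout between -30 and a set limit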;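 note: plate controls were DMSO wells for no effect and camptothecin positive control wells for full effect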
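Read-out is percentage of cells bearing a perinucleolar compartment, from automated 20x imaging of fixed, Hoechst-stained PC3M PTB-GFP cells. Cells were seeded 4 h, then exposed 16 h to compound (23 nl of library stock) in duplicate plates.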
IMPase cell inh: qHTS Assay for Identifying the Cell-Membrane Permeable IMPase Inhibitors; Inositol monophosphatase 1 (Rattus norvegicus), P97697; CHO-M1 cells, IP1 accumulation, HTRF TR-FRET ratio; inhibition (IP1 accumulation), % at 46.1 µM; 120,000 tested, under 10 active; AID 901, 2007; active = well fitted curve in the direction sought with a large enough effect in the signal ratio, not every such curve was filed as active; inconclusive = small, poorly fitted or top-dose-only effect, or a change in a side signal; inactive = no such curve, though single readings can be large or run the other way; the % refers to the signal ratio;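 note: cells stimulated with carbachol in lithium chloride buffer; plate controls were DMSO basal wells for no effect and reference inhibitor wells for full effect; higher means more IMPase inhibition seen as more IP1 and lower FRET ratio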
Target sequence (P97697 whole entry, looked up): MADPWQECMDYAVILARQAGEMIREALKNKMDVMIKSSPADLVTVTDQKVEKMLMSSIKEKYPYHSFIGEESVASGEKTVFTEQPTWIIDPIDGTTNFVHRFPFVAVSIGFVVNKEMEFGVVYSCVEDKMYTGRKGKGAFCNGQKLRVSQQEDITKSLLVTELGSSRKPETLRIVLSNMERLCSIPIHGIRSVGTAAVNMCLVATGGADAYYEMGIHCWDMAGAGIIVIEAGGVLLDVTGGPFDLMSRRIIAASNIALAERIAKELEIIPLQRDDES
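Carbachol-driven Gq signalling in CHO-M1 cells (2000/well) generates IP1. Compounds that block IMPase raise IP1 and so reduce the FRET signal from Eu-anti-IP1 and d2-IP1 after a 10 min room-temperature lysis.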
ALOX12 inhib: qHTS Assay for Inhibitors of 12-hLO (12-human lipoxygenase) | Polyunsaturated fatty acid lipoxygenase ALOX12 (Homo sapiens), P18054 | purified 12-hLO, xylenol orange hydroperoxide absorbance | Potency, µM (series often up to 57.1 µM), for the others: top-dose activity change, negative = inhibition, hits mostly inhibitors | 150,000 compounds, 0.12% hits; note: potency is the fitted concentration of half-maximal effect; nearly all actives have a fitted effect of over 55% in size; many of its hits are not listed in these tables
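Xylenol orange chromogenic assay: hydroperoxide from 12hLO oxidises Fe(II), giving red-shifted Fe(III)-XO absorbance. Conditions: 150 nM enzyme, 40 uM arachidonic acid, 25 mM Hepes pH 7.0, 0.01% Triton X-100, 30 min, room temperature.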
Active calls of the source: *; & = joins results of further samples; [ ] = remark or other dose. Unless noted, calls come from the whole dose curve; as a rule, active = well fitted curve in the direction sought with a large enough effect; inconclusive = small, poorly fitted or top-dose-only effect, or another doubt; inactive = no such curve, though single readings can be large; an effect the other way counts as inactive or inconclusive. Unless noted, % is set by controls: 0 for no effect and ±100 for the full control effect. Some of the compounds tested; count on the stated rates, not on these rows.

How did CCC1=C(OC(=O)N(CC)CC)N2C(=O)OC(=NCCOC)[C@]2(Cc2ccccc2)[C@H]2C1=CC[C@H]1C(=O)N(CC)C(=O)[C@H]12 do in these assays?
ALOX15B inhib: 1%; ALOX12 inhib: 1%

How did CCCc1cc(=O)[nH]c(SCC(=O)c2[nH]c(C)c(C(=O)OCC)c2C)n1 do in these assays?
PNC assembly inh: 8; ALOX12 inhib: 4%

What do the screens show for `COC(=O)C1CCN(S(=O)(=O)c2c(C)n(C)c(=O)n(C)c2=O)CC1`?
ALOX15B inhib: 3%; PNC assembly inh: -5; IMPase cell inh: -10; ALOX12 inhib: -5%

Results for COC(=O)C1CN(S(=O)(=O)c2ccccc2)CCN1S(=O)(=O)c1ccccc1 (stereo not drawn) ?
ALOX15B inhib: 0%; PNC assembly inh: 17; IMPase cell inh: 5; ALOX12 inhib: 4%

How did Cc1[nH]c(=O)[nH]c1C(=O)CCCCC(=O)OCC(=O)Nc1ccccn1 do in these assays?
ALOX15B inhib: 4%; PNC assembly inh: -9; IMPase cell inh: -5; ALOX12 inhib: 3%

How did O=C(Cc1ccccc1)CC1(O)C(=O)Nc2ccccc21 (stereo not drawn) do in these assays?
ALOX15B inhib: -4%; PNC assembly inh: 18; IMPase cell inh: 12; ALOX12 inhib: -4%

How did COc1ccc(-n2c(N)c(-c3nc4ccccc4n3C)sc2=S)cc1 do in these assays?
ALOX15B inhib: -16%; PNC assembly inh: 11; IMPase cell inh: 10; ALOX12 inhib: -6%

What do the screens show for `COc1cccc(C(=O)Nc2ccc(S(=O)(=O)NCc3ccco3)cc2)c1`?
ALOX15B inhib: 4%; PNC assembly inh: -16; IMPase cell inh: 11; ALOX12 inhib: -2%

How did CCOC(=O)c1c(CN2CCOCC2)oc2ccc(OC)cc12 do in these assays?
ALOX15B inhib: -2%; PNC assembly inh: 6; IMPase cell inh: 8; ALOX12 inhib: 7%

How did Cc1c(/C=N\NC(=O)c2cccc(F)c2)cnn1C do in these assays?
PNC assembly inh: -28; ALOX12 inhib: -4%

Results for NC(=O)COC(=O)CN1C(=O)C2CCCCC2C1=O (stereo not drawn) ?
PNC assembly inh: 26; IMPase cell inh: -4; ALOX12 inhib: 3%

What do the screens show for `COc1ccc(/C(N)=N/OC(=O)CSc2ccccc2)cc1OC`?
ALOX15B inhib: -2%; PNC assembly inh: 39; IMPase cell inh: 3; ALOX12 inhib: -3%

How did Cc1ccc(C(=O)CSc2nc3ccccc3o2)cc1 do in these assays?
ALOX15B inhib: -1%; PNC assembly inh: -14; IMPase cell inh: 10; ALOX12 inhib: 1%

Results for O=C(Cc1ccccc1)NCC(=O)OCC(=O)c1cccc([N+](=O)[O-])c1 ?
PNC assembly inh: 13; IMPase cell inh: -2; ALOX12 inhib: 0%

Results for CCOc1ccccc1C1NC(=O)NC(C)=C1C(=O)OC1CCCCC1 (stereo not drawn) ?
ALOX15B inhib: 5%; PNC assembly inh: -29; IMPase cell inh: 7; ALOX12 inhib: 1%

Next part (2 carried over from the part before).
Results for O=C(Cc1ccccc1)NCC(=O)OCC(=O)c1cccc([N+](=O)[O-])c1 ?
PNC assembly inh: 13; IMPase cell inh: -2; ALOX12 inhib: 0%

Results for CCOc1ccccc1C1NC(=O)NC(C)=C1C(=O)OC1CCCCC1 (stereo not drawn) ?
ALOX15B inhib: 5%; PNC assembly inh: -29; IMPase cell inh: 7; ALOX12 inhib: 1%

Results for Cc1nc2c(C#N)c(C)[nH]n2c(=O)c1Cc1ccccc1 ?
ALOX15B inhib: inconclusive; PNC assembly inh: 72; IMPase cell inh: 5; ALOX12 inhib: 1%

What do the screens show for `CCOc1ccc2cc(C#N)c(SCC(=O)N3CCC(C)CC3)nc2c1`?
ALOX15B inhib: -7%; PNC assembly inh: 32; IMPase cell inh: -3; ALOX12 inhib: -2%

What do the screens show for `O=c1c(Cc2ccccc2O)c(O)nc2n1CCCS2`?
PNC assembly inh: inconclusive; IMPase cell inh: -3; ALOX12 inhib: -1%

What do the screens show for `O=C(COc1ccc(S(=O)(=O)NCc2ccccc2)cc1Cl)N1CCOCC1`?
ALOX15B inhib: -3%; PNC assembly inh: 12; IMPase cell inh: 1; ALOX12 inhib: -3%

How did CCC(=O)N1CCc2cc(Br)cc(S(=O)(=O)NCCN3CCCCC3C)c21 (stereo not drawn) do in these assays?
ALOX15B inhib: -1%; PNC assembly inh: 1; IMPase cell inh: 2; ALOX12 inhib: 10%

What do the screens show for `CCOC(=O)N1CCN(C(=O)c2ccc3c(=O)n(CCc4ccccc4)c(=S)[nH]c3c2)CC1`?
ALOX15B inhib: -16%; PNC assembly inh: 71; IMPase cell inh: 2; ALOX12 inhib: -2%

How did CCN1C(=O)c2cccc3c(NC(=O)c4cccc(N5C(=O)CCC5=O)c4)ccc1c23 do in these assays?
ALOX15B inhib: -7%; PNC assembly inh: 4; IMPase cell inh: 15; ALOX12 inhib: 1%

What do the screens show for `CCc1ccccc1NC(=O)c1nnn(CC(=O)Nc2cccc(C)c2)c1N`?
ALOX15B inhib: -3%; PNC assembly inh: 20; IMPase cell inh: -12; ALOX12 inhib: 1%

Results for C=CCOC(=O)C1=C(C)N=C2SCCC(=O)N2C1c1ccc(OC(=O)c2ccco2)cc1 (stereo not drawn) ?
ALOX15B inhib: -4%; PNC assembly inh: -127*; IMPase cell inh: -5; ALOX12 inhib: 3%

Results for CCC1(C)Cc2ccccc2-c2nc3n(c(=O)c21)CC(C(=O)O)S3 (stereo not drawn) ?
ALOX15B inhib: -6%; PNC assembly inh: 17; IMPase cell inh: -13; ALOX12 inhib: 1%

Results for CC1CCN(CC(=O)Nc2cccc([N+](=O)[O-])c2)CC1 ?
ALOX15B inhib: 7%; PNC assembly inh: 5; IMPase cell inh: -4; ALOX12 inhib: 1%

Results for COC(=O)c1cc(C(=O)Nc2ccc(C)cn2)cc([N+](=O)[O-])c1 ?
ALOX15B inhib: 2%; PNC assembly inh: inconclusive; IMPase cell inh: -1; ALOX12 inhib: -6%

What do the screens show for `COCCCNC(=O)c1cn(CC(C)C)c(=O)c2c1c1ccccc1n2C`?
ALOX15B inhib: -2%; PNC assembly inh: 20; IMPase cell inh: 3; ALOX12 inhib: 10%

Results for Cc1ccc(O)c(CP(=O)(c2ccccc2)c2ccccc2)c1 ?
PNC assembly inh: 1; ALOX12 inhib: 1%

What do the screens show for `Cc1cccn2c(=O)c3cc(C(=O)NCc4cccnc4)c(=N)n(C)c3nc12`?
ALOX15B inhib: -6%; PNC assembly inh: 34; IMPase cell inh: 8; ALOX12 inhib: 1%

Results for CCC(=O)c1ccc(OCC(O)CNC(C)c2ccccc2)cc1 (stereo not drawn) ?
PNC assembly inh: 13; IMPase cell inh: -6; ALOX12 inhib: 0%

How did CC(C)OCCCN1CN(S(=O)(=O)c2cccc(Cl)c2)c2nc3ccccc3nc21 do in these assays?
ALOX15B inhib: -1%; PNC assembly inh: 96; IMPase cell inh: -5; ALOX12 inhib: 4%

What do the screens show for `O=C(NCc1ccco1)NCC(F)(F)F`?
ALOX15B inhib: 1%; PNC assembly inh: 19; IMPase cell inh: -1; ALOX12 inhib: 2%

How did O=C(CSc1ncn[nH]1)Nc1nc(-c2ccccc2)ns1 do in these assays?
ALOX15B inhib: 1%; PNC assembly inh: -27; IMPase cell inh: 10; ALOX12 inhib: 7%

Results for Cc1c(N2C(=O)c3ccc4c5c(ccc(c35)C2=O)CC4)c(=O)n(-c2ccccc2)n1C ?
ALOX15B inhib: inconclusive; PNC assembly inh: -92*; IMPase cell inh: -21; ALOX12 inhib: -4%

What do the screens show for `CCC(=O)c1ccc(OCC(O)CN2CC(C)OC(C)C2)cc1` (stereo not drawn)?
ALOX15B inhib: -26%; PNC assembly inh: -5; IMPase cell inh: 2; ALOX12 inhib: -7%

Results for CCn1ncc(C2=NOC(C(=O)Nc3cnn(C45CC6CC(CC(C6)C4)C5)c3)C2)c1C (stereo not drawn) ?
ALOX15B inhib: -7%; PNC assembly inh: inconclusive; IMPase cell inh: 4; ALOX12 inhib: -9%

Results for COc1ccc(C(=O)Nn2cc3c(c2-c2ccccc2)c(=O)n(C)c(=O)n3C)cc1 ?
ALOX15B inhib: -10%; PNC assembly inh: 5; IMPase cell inh: 10; ALOX12 inhib: -10%

Results for Cc1cccc(/C(N)=N/OC(=O)CCc2ccccc2)c1 ?
ALOX15B inhib: 14%; PNC assembly inh: -3; IMPase cell inh: 8; ALOX12 inhib: -2%

How did Cc1cccc2c3c(ccc12)C1=C(C(=O)C3=O)C(C)CO1 (stereo not drawn) do in these assays?
ALOX15B inhib: -21%; ALOX12 inhib: -19%

How did COc1ccc(-c2ccc(-c3cc(=O)oc4cc(OC)c(OC)c(OC)c34)cc2)cc1 do in these assays?
ALOX15B inhib: 2%[0.0915 µM]; ALOX12 inhib: -2%[0.00818 µM]

Results for CCCCn1c(N)c(C(=S)NC(=O)CC(C)(C)C)c(=O)n(C)c1=O ?
PNC assembly inh: -18; IMPase cell inh: 3; ALOX12 inhib: -20%

How did Cc1c(Cl)cccc1NC(=O)c1cccc(NC(=O)CCC(=O)O)c1 do in these assays?
ALOX15B inhib: -4%; PNC assembly inh: 10; IMPase cell inh: -5; ALOX12 inhib: -6%

How did COc1ccccc1/C=c1\sc2nc(-c3ccccc3OC)nn2c1=O do in these assays?
ALOX15B inhib: -8%; PNC assembly inh: 2; IMPase cell inh: 0; ALOX12 inhib: -11%

Results for CC(=O)N1CCN(S(=O)(=O)c2cccc(C(=O)Nc3ccc4c(c3)CCC4)c2)CC1 ?
PNC assembly inh: 328; IMPase cell inh: -2; ALOX12 inhib: 10%

Results for Cc1cccc(OCCCC(=O)Nc2ccc(N3CCCCC3)cc2)c1 ?
ALOX15B inhib: -5%; PNC assembly inh: inconclusive; IMPase cell inh: 1; ALOX12 inhib: 3%

How did Cc1ccc(NC(=O)COC(=O)CCNS(=O)(=O)c2ccc(C)c(C)c2)cc1 do in these assays?
PNC assembly inh: 2; ALOX12 inhib: -8%

What do the screens show for `O=C(NNC(=S)Nc1ccc(Cl)cc1Cl)c1ccc(N2CCOCC2)c([N+](=O)[O-])c1`?
PNC assembly inh: 29; IMPase cell inh: 7; ALOX12 inhib: -14%

How did N#CCSc1nnc(-c2ccccc2O)n1Cc1ccccc1 do in these assays?
ALOX15B inhib: -5%; PNC assembly inh: inconclusive; IMPase cell inh: 7; ALOX12 inhib: -1%

What do the screens show for `N#Cc1c(NC(=O)c2cc(-n3cnnc3)ccc2Cl)sc2c1CCCC2`?
ALOX15B inhib: 5%[11.4 µM]; PNC assembly inh: 21; IMPase cell inh: 4[1.84 µM]; ALOX12 inhib: -5%

How did Cn1c(SCc2ccc(Br)cc2)nnc1-c1cccs1 do in these assays?
ALOX15B inhib: 2%; PNC assembly inh: 0; IMPase cell inh: 5; ALOX12 inhib: -7%

How did N/C(=N\OC(=O)Cc1ccccc1)c1cccnc1 do in these assays?
ALOX15B inhib: -7%; PNC assembly inh: 57; IMPase cell inh: 3; ALOX12 inhib: 5%

How did O=C(/C=C/c1ccc([N+](=O)[O-])cc1)NCCSCc1ccco1 do in these assays?
PNC assembly inh: 86; ALOX12 inhib: -1%

How did CCCCC(=O)Nc1sc2c(c1C(N)=O)CCC2 do in these assays?
ALOX15B inhib: -6%; PNC assembly inh: 28; IMPase cell inh: 0; ALOX12 inhib: -3%

What do the screens show for `O=C(NCc1ccco1)c1cccc2ccccc12`?
ALOX15B inhib: -3%; PNC assembly inh: -19; IMPase cell inh: -13; ALOX12 inhib: -2%

Results for COc1ccccc1N1CCN(CCCCN2C(=O)c3ccccc3C2=O)CC1 ?
ALOX15B inhib: 12%&15%; IMPase cell inh: 0&9; ALOX12 inhib: inconclusive

From PubChem
